# Screening results: PubChem, National Center for Advancing Translational Sciences (NCATS)
# TDP1 inh = TDP1 (human) enzyme inhibition; AID 485290; recombinant TDP1, AlphaScreen DNA substrate cleavage; actives 0.28% (n = 350,000); Potency, µM (highest dose often 130 µM), inactives show at the top dose activity change, negative = inhibition, hits mostly inhibitors; Q9NUW8; also: nearly all actives have a fitted effect of over 40% in size
# Target sequence (Q9NUW8 whole entry, looked up): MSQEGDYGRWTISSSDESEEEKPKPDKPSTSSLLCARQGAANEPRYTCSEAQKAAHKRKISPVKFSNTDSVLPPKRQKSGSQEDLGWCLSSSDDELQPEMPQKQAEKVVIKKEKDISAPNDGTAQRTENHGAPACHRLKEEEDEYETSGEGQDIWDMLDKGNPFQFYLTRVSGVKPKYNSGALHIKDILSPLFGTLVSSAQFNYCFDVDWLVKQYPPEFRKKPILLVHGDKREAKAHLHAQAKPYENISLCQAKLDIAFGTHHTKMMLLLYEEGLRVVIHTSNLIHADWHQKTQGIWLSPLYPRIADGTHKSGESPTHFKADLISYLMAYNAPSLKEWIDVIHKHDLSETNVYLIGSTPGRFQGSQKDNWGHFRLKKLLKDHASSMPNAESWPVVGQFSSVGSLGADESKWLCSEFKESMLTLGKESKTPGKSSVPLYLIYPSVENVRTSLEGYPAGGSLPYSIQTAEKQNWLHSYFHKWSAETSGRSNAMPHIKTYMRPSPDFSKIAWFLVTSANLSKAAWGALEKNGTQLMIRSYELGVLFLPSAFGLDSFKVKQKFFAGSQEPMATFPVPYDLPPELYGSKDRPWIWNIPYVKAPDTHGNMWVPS
#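 Enzyme-compound mixtures sat 15 min at room temperature, followed by a 5 min reaction with 15 nM final substrate and 10 min with AlphaScreen beads. Recombinant human Tdp1 was used at 1 nM final.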
# N370S GC = inhibitors or activators of N370S glucocerebrosidase for Gaucher disease. actives 0.092% (n = 330,000). AID 2101. P04062. Potency, µM (top dose mostly 59.4 µM), without a hit: top-dose activity change, negative = inhibition, actives largely listed as inhibitors. N370S GC spleen homogenate, 4MU-glucoside fluorescence;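 also: 0% = full enzyme activity and -100% = no enzyme basal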
# FEN1 inhibitor = inhibitors of human flap endonuclease 1; Recombinant FEN1 flap cleavage, fluorescence, 15 min; P39748; AID 588795; actives 0.35% (n = 390,000); Potency, µM (series often up to 114 µM), inactives show at the top dose activity change, negative = inhibition, hits mostly inhibitors; also: nearly all actives have a fitted effect of over 65% in size
# Target sequence (P39748 whole entry, looked up): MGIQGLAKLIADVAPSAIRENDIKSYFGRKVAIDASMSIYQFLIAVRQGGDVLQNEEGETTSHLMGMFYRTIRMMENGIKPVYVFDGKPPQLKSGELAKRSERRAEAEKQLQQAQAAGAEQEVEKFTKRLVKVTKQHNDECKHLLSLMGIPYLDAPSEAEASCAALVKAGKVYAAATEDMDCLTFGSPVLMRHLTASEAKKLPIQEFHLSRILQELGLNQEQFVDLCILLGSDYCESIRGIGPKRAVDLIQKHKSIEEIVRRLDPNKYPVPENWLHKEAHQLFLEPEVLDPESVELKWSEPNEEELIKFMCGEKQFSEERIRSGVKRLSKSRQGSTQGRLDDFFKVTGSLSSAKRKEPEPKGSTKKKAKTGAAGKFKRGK
#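 Recombinant FEN1 (10 nM) was preincubated with pin-transferred compounds for 15 min at room temperature, then flap DNA substrate (50 nM final) was added. Plates were read at 0 and 15 min, and normalized concentration–response data were fitted to a four-parameter Hill equation.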
# Numbers without * were called inactive; ? = inconclusive; nt = not tested or not shown; & = joins results of further samples; [ ] = remark or other dose. Calls follow the shape of the dose curve; as a rule, active = well fitted curve in the direction sought with a large enough effect; inconclusive = small, poorly fitted or top-dose-only effect, or another doubt; inactive = no such curve, though single readings can be large; an effect the other way counts as inactive or inconclusive. Unless noted, % is scaled to controls: 0 for no effect and ±100 for the full control effect; potency is read from the fitted curve at half-maximal effect. The order is random; about 0.53% have a hit in one of these screens.
# Below each compound – TDP1 inh	N370S GC	FEN1 inhibitor
1: CC(C)(CNC(=O)c1ccc(Br)o1)CNC(=O)c1ccc(Br)o1
    2%	0%	21%
2: CCOC(=O)COc1cccc2c(=O)n(CC(=O)NCCc3ccc(OC)c(OC)c3)ccc12
    7%	6%	nt
3: CCOc1cc(/C=N\NC(=O)c2ccc(C)nc2)cc([N+](=O)[O-])c1O
    1%	-6%	9%
4: Cc1ccc(CNc2ccc(S(=O)(=O)N3CCOCC3)cc2[N+](=O)[O-])cc1
    5%	-11%	-10%
5: COC(=O)Cn1cnc2c(C#N)c3n(c2c1=O)CCCC3
    2%	2%	11%
6: CCOc1cc(CNCCCN2CCOCC2)ccc1OCC(=O)Nc1cccc2ccccc12
    -6%	11%	-1%
7: Cc1ccc2nc(SCC(=O)Nc3c(C)n(C)n(-c4ccccc4)c3=O)[nH]c2c1
    10%	2%	2%
8: COc1ccc(C(=O)CSc2nc3ccccc3n2CC(=O)NC(C)(C)C)cc1
    2%	nt	0%
9: CCCCN(C(=O)c1ccc(S(=O)(=O)N(C)C)cc1)c1ccccc1
    1%	4%	?
10: O=C(NCc1cccnc1)c1ccc2c(c1)N(Cc1ccccc1)CCS2
    11%	?	-13%
11: O=C(NN=C1CCN(Cc2ccccc2)CC1)c1ccccc1O
    3%	1%	1%
12: CCCCCCCC1=Cc2ccc(F)cc2C(C(C(=O)OC)C(=O)OC)N1C(=O)OC (stereo not drawn)
    1%	8%	nt
13: COC(=O)CCSc1nccn1Cc1ccccc1
    0%	5%	1%
14: O=C(NC(c1ccccc1)c1ccccc1)c1ccc(Br)o1
    5%	8%	0%
15: Oc1ccccc1C1C=C(c2ccc3c(c2)OCO3)NC(c2cccc(Br)c2)N1 (stereo not drawn)
    2%	nt	-20%
16: C=C(C)COc1ccc2c(C)c(CCC(=O)N3C[C@H]4C[C@@H](C3)c3cccc(=O)n3C4)c(=O)oc2c1
    nt	6%	19%
17: Cc1nn(C)c(C(=O)Nc2ccn(Cc3ccccc3F)n2)c1[N+](=O)[O-]
    7%	11%	5%
18: Cc1cc(Br)ccc1NC(=O)Cn1cc(S(=O)(=O)N2CCN(c3ccccc3F)CC2)c2ccccc2c1=O
    2%[12.3 µM]	nt	-14%
19: Cn1c(O)c(N=Nc2nc(-c3ccccc3)cs2)c2ccccc21
    7%	1%	-3%
20: CC(=O)Nc1ccc(S(=O)(=O)NC(C)CCc2ccccc2)cc1 (stereo not drawn)
    2%	-18%	0%
21: COc1ccc(S(=O)(=O)Cc2ccc(C(=O)N3CCN(c4ccccn4)CC3)o2)cc1
    6%	7%	18%
22: COc1ccc(-c2nc3ccccc3c(=O)n2NC(=O)c2cccnc2Cl)cc1OC
    -1%	1%	0%
23: O=C(CSc1nc2ccccc2c(=O)n1-c1ccc(F)cc1)Nc1ccc(Cl)c(S(=O)(=O)N2CCOCC2)c1
    0%	6%	-2%
24: CC(=O)N1CCc2c(sc(NC(=O)CN3C(=O)c4ccccc4C3=O)c2C(N)=O)C1
    nt	5%	11%
25: CCOc1ccc(S(=O)(=O)N2CCOCC2)cc1NC(=O)CSCC(=O)Nc1ccc(C)cc1
    7%	-2%	1%
26: COc1ccc(S(=O)(=O)NN(C)c2nc(C(F)(F)F)nc3ccccc23)cc1
    1%	-9%	-7%
27: O=C(c1cc(-c2ccncc2)nc2ccccc12)N1CCN(c2ncccn2)CC1
    0%	nt	10%
28: COc1ccc(NC(=O)NC(C)c2ccccc2)cc1 (stereo not drawn)
    3%	-21%	17%
29: O=C(N/N=C/c1cc2ccccc2nc1Cl)c1ccncc1
    2%	0%	-4%
30: C/C(=N\Nc1ccc(F)cc1)c1ccc(N2CCOCC2)c(F)c1
    nt	-14%	12%
31: Cc1[nH]c2ccc(F)cc2c1CCN(Cc1ccncc1)C(=S)Nc1ccc(F)cc1
    6%	?	17%
32: COc1cccc(NC(=O)CN(C)C(=O)CSc2ncnc3sc(C)c(C)c23)c1
    nt	0%	7%
33: Oc1ccc2ccccc2c1N=Nc1nccs1
    15%	10%	?
34: O=c1[nH]c2cc(Cl)ccc2n1-c1ccccc1
    -1%	3%	-6%
35: CCOC(=O)c1ccc(NC(=O)Nc2ccc(Cl)cn2)cc1
    3%	16%	5%
36: COc1ccc(-c2cc(C(=O)N3CCC3)c3ccccc3n2)cc1OC
    5%	1%	1%
37: CCOc1cc(NC(=S)NCCOC)c(OCC)cc1NC(=O)c1ccco1
    5%	-15%	7%
38: CC#CCOCC/C=C1/c2ccccc2C(OC)C1C (stereo not drawn)
    3%[21 µM]	-4%[12.8 µM]	nt
39: C/C(=N\NC(=O)c1ccc2ccccc2c1)c1cccs1
    3%	-4%	23%
40: Cc1ccc(CNC(=O)c2ccc3c(c2)CCN3S(=O)(=O)c2ccccc2)cc1
    7%	nt	-11%
41: CC(C)CNC(=O)c1cc([N+](=O)[O-])ccc1N1CCCCC1
    2%	-1%	27%
42: COc1ccccc1C(=O)Nc1nc(N)n(-c2ccccc2)n1
    0%	8%	1%
43: Brc1cccc(-c2nnc(SCc3nc4ccccc4[nH]3)o2)c1
    8%	-11%	-3%
44: O=C(c1nn2c(C(F)(F)F)cc(-c3cccs3)nc2c1Cl)N1CCCc2ccccc21
    2%	9%	9%
45: O=C(NCc1ccco1)C1CCCN(S(=O)(=O)c2cccc3cccnc23)C1 (stereo not drawn)
    -4%	8%	-1%
46: O=C(CC1C[C@H](C(=O)N2CCOCC2)[C@@]2(CCC3CCCC3)c3[nH]c4ccccc4c3CCN2C1=O)NCCN1CCOCC1 (stereo partly drawn)
    -1%	nt	11%
47: O=S(=O)(NC1C2CC3CC(C2)CC1C3)c1ccc(F)cc1 (stereo not drawn)
    -2%	-16%	0%
48: CCN(CC)c1ccc(NC(=O)C2CCCN(S(=O)(=O)c3ccc4c(c3)oc(=O)n4C)C2)c(C)c1 (stereo not drawn)
    -9%	nt	1%
49: COc1cc(OC)cc(OC(=O)C2CCN(C3=NS(=O)(=O)c4ccccc43)CC2)c1
    2%	nt	-6%
50: CCOc1cc2oc(=O)c3c(c2cc1Cl)CCC3
    8%	-21%	-19%
51: COc1ccc(N=CC2=C(O)CC(C)(C)CC2=O)cc1OC
    0%	3%	2%
52: COc1ccc(-c2noc(-c3ccccc3Cl)n2)cc1OC
    -7%	2%	-7%
53: CC1CCCCC1NCC#CCOc1ccc(Cl)cc1 (stereo not drawn)
    nt	-8%	7%
54: C=CCCC(=O)Nc1nc(C)c(-c2csc(Nc3ccc(Cl)cc3)n2)s1
    2%	nt	-21%
55: CC(=O)Nc1cc2c(ccc3ccccc32)oc1=O
    -1%	?	-5%
56: CCOc1ccc2nc(N3CCCC(C(=O)Nc4ccc(Br)c(C)c4)C3)sc2c1 (stereo not drawn)
    2%	nt	2%
57: Cc1oc(-c2cccs2)nc1CN1CCC(CO)(CCOc2ccccc2)CC1
    0%	-13%	-16%
58: CN(c1ccccc1)S(=O)(=O)c1ccc(NC(=O)c2ccc(-c3ccccc3)cc2)cc1
    5%	nt	0%
59: CCCC/C=C/[C@H](C)[C@@](C)(COC(=O)c1ccc(Br)cc1)Cc1ccccc1
    22%	-10%	12%
60: Cc1ccc(/C=C/c2onc(C)c2S(=O)(=O)N2CCC(C(=O)N3CCOc4ccccc43)CC2)cc1
    2%	nt	-9%

# Next section.
# Below each compound – TDP1 inh	N370S GC	FEN1 inhibitor
61: COc1cccc(OC)c1C(=O)NC(=S)NCc1cccnc1
    -2%	-3%	-6%
62: O=C(CCNS(=O)(=O)c1ccc(F)c(F)c1)NCCN1CCOCC1
    -1%	nt	6%
63: COc1cc(NC(=O)C2COc3ccccc3O2)c(OC)cc1Cl (stereo not drawn)
    5%	15%	-1%
64: Cc1nc2sccc2c(=O)n1N
    5%	9%	18%
65: Cc1nc(SCC(=O)N2CCc3ccccc32)n[nH]1
    2%	3%	-5%
66: Cc1nc2ncnn2c(C)c1CCC(=O)N1CC(C)CC(C)C1 (stereo not drawn)
    0%	4%	-12%
67: O=C(Nc1cccc(NC(=S)NC(=O)c2cccs2)c1)c1ccccc1
    5%	-3%	7%
68: COc1ccc(NC(=O)CSc2ccc3nnc(-c4ccccn4)n3n2)c(OC)c1
    3%	2%	-4%
69: O=C(NCc1ccco1)c1ccc(OCC2CCCO2)cc1 (stereo not drawn)
    1%	6%	-3%
70: CC(C)(O)C(=O)NNC(=S)Nc1ccc(F)c(Cl)c1
    3%	-1%	-3%
71: Cc1cccc(NC(=O)Nc2c(C)n(C)n(-c3ccccc3)c2=O)c1C
    4%	0%	19%
72: CCOCCCn1c(=N)c(C(N)=S)cc2c(=O)n3cccc(C)c3nc21
    5%	5%	-25%
73: O=S(=O)(c1cc(F)ccc1F)N1CCC2(CC1)OCCN2S(=O)(=O)c1cccs1
    5%[0.505 µM]	-1%	4%
74: CCCc1nc2ccccc2n2c(-c3ccc(C)cc3)c3c(=O)n(C)c(=O)n(C)c3c12
    -5%	nt	-4%
75: CC(C)C(=O)Nc1c2c(nn1-c1ccccc1)CSC2
    3%	0%	22%
76: COCCN(Cc1cc2cccc(C)c2n2nnnc12)C(=O)C(F)(F)F
    2%	0%	-14%
77: O=C(O)c1ccc(N/N=C/c2ccc(OC(=O)c3ccccc3Cl)cc2)cc1
    7%	-9%	-26%
78: c1cnc2ncc3sccc3c2c1
    3%	-15%	13%
79: CCOC(=O)NC(NC(=O)OCC)C(=O)c1ccccc1
    -2%	8%	-6%
80: CC1CCCN(S(=O)(=O)c2ccc3c(c2)C(C)(C)C(=O)N3C)C1 (stereo not drawn)
    nt	-12%	1%
81: Cc1cccc(OCC(=O)Nc2ccc(C(=O)OCc3cc(=O)n4nc(C5CC5)sc4n3)cc2)c1
    -1%	nt	4%
82: COc1ccc(OC)c(NS(=O)(=O)c2ccc(Br)s2)c1
    -1%&-1%	3%	-7%
83: Cc1ccc2nsnc2c1S(=O)(=O)N(Cc1ccco1)Cc1cc2ccc(C)c(C)c2[nH]c1=O
    1%	?	-1%
84: Cc1ccc(S(=O)(=O)NCc2nc(-c3ccccc3)no2)cc1
    1%	1%	0%
85: CCOC(=O)c1cc2c(=O)c3ccccc3oc2nc1C
    nt	1%	-16%
86: O=C(CSc1n[nH]c(-c2ccc(F)cc2)n1)NCCc1ccccc1
    5%	nt	-4%
87: COc1ccc(Cl)cc1NC(=O)CN1C(=O)NC2(CCCC2)C1=O
    0%	-4%	-5%
88: COc1cccc(/C=N/NC(=O)c2cc3c(OC)cccc3[nH]2)c1O
    0%	0%	6%
89: COC(=O)c1cccc(-n2nnnc2SCC(=O)Nc2cc(C)on2)c1
    4%	-4%	0%
90: Cc1cc(C)c2nc(-c3ccncc3)cc(C(=O)N3CCN(Cc4ccccc4Cl)CC3)c2c1
    7%[56.1 µM]	-24%	-26%

# Six entries drawn at random from the list so far:
# Below each compound – TDP1 inh	N370S GC	FEN1 inhibitor
33: Oc1ccc2ccccc2c1N=Nc1nccs1
    15%	10%	?
63: COc1cc(NC(=O)C2COc3ccccc3O2)c(OC)cc1Cl (stereo not drawn)
    5%	15%	-1%
15: Oc1ccccc1C1C=C(c2ccc3c(c2)OCO3)NC(c2cccc(Br)c2)N1 (stereo not drawn)
    2%	nt	-20%
70: CC(C)(O)C(=O)NNC(=S)Nc1ccc(F)c(Cl)c1
    3%	-1%	-3%
17: Cc1nn(C)c(C(=O)Nc2ccn(Cc3ccccc3F)n2)c1[N+](=O)[O-]
    7%	11%	5%
78: c1cnc2ncc3sccc3c2c1
    3%	-15%	13%

# Next section.
# Below each compound – TDP1 inh	N370S GC	FEN1 inhibitor
91: O=C(c1ccc(CS(=O)c2cccc(Cl)c2)o1)N1CCN(c2ccccn2)CC1 (stereo not drawn)
    0%	5%	-8%
92: Cc1cccc(C)c1N1C(=O)C(Cl)=C(N2CCCC2)C1=O
    -14%	-3%	-11%
93: COc1ccc2c(c1)sc(=N)n2CC(=O)Nc1cc(C)cc(C)c1
    3%	-13%	1%
94: O=C(c1cc(-c2ccncc2)nc2ccccc12)N1CCOCC1
    -2%	1%	0%
95: O=C(O)c1cnn(-c2ccccc2)c1-c1ccncc1
    nt	-1%	-14%
96: Cn1c2ccccc2c2c(=O)oc3ccccc3c21
    -3%[56.1 µM]	nt	7%
97: Cc1[nH]c(=O)[nH]c(=O)c1S(=O)(=O)Nc1ccc(F)c(Cl)c1
    nt	-9%	1%
98: S=c1[nH]nc(-c2ccccn2)n1/N=C/c1ccc(Cl)c(Cl)c1
    8%	5%	8%
99: CCOC(=O)c1ccc(NC(=O)c2nc[nH]c2C(=O)NCCNC(=O)c2[nH]cnc2C(=O)Nc2ccc(C(=O)OCC)cc2)cc1
    1%	nt	-9%
100: OC(CNCCc1ccc(C(F)(F)F)cc1)COc1cccc2ccccc12 (stereo not drawn)
    3%	?	?
101: CCN(CC)C(=O)Cn1c(=O)n(-c2ccc(Cl)cc2)c(=O)c2c3c(sc21)CCCCC3
    1%	nt	-5%
102: CCc1ccc(N2CC(C(=O)OCC(=O)NC3CCS(=O)(=O)C3)CC2=O)cc1 (stereo not drawn)
    2%	1%	-7%
103: CC(Cc1ccccn1)NC(=O)c1ccc(OC2CCN(Cc3ccccn3)CC2)cc1 (stereo not drawn)
    2%	-9%	0%
